PMI inhibition = human PMI inhibitors, high substrate, primary screen, biochemical, fluorescence intensity, high mannose 6-phosphate (AID 1220); 190,000 compounds, 0.66% hits; inhibition, % at 20 µM, or IC50 in µM where a hit was titrated; recombinant PMI enzyme, coupled fluorescence intensity; higher % means a stronger effect
NOD1 inhibition = NOD1 signaling inhibitors, primary screen, cell-based, luminescence, uHTS (AID 1578). NOD1-driven NF-kB luciferase reporter cells, luminescence; higher % means a stronger effect. one-dose inhibition, % at 4 µM; EC50 in µM for titrated hits. 290,000 compounds, 1% hits; in the data active = inhibition mostly above about 36%, no sharp cut-off; inactive = mostly below about 34%;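 note: HEK-293T reporter cells stimulated with the NOD1 agonist gamma-tri-DAP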
LYP inhibition = inhibitors of LYP phosphatase, biochemical, fluorescence intensity, uHTS (AID 1779) | Tyrosine-protein phosphatase non-receptor type 22 (Homo sapiens) | recombinant LYP phosphatase, fluorescence intensity; higher % means a stronger effect | inhibition, % at 11.5 µM, or IC50 in µM where a hit was titrated | 290,000 compounds, 0.054% hits;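 note: plate controls were vehicle with enzyme for no effect and no enzyme for full effect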
NOD2 inhibition = NOD2 signaling inhibitors, cell-based, luminescence, uHTS, HEK293 (AID 1566); HEK293 NOD2/NF-kB luciferase reporter, luminescence; higher % means a stronger effect; inhibition, % at 4 µM; hits with a dose series show EC50 in µM; 290,000 compounds, 0.63% hits; note: many of its hits are not listed in these tables
TNAP activators = human TNAP enzyme activators, primary screen, biochemical, luminescent, no phosphate acceptor, uHTS (AID 1001); purified TNAP, luminescent activation assay, no phosphate acceptor; higher activation fold means a stronger effect; 200,000 compounds, 0.03% hits; Alkaline phosphatase, tissue-nonspecific isozyme (Homo sapiens); activation fold at 20 µM; hits with a dose series show EC50 in µM; in the data active = activation fold from about 3, or a potency from the dose series; inactive = the rest, 99 in 100 with activation fold below about 1.6; note: many of its hits are not listed in these tables
XIAP displacement = XIAP antagonists, biochemical, IAP family, fluorescence polarization (AID 1018); E3 ubiquitin-protein ligase XIAP (Homo sapiens); XIAP BIR domain, fluorescence polarization peptide displacement; higher % means a stronger effect; displacement, % at 20 µM; hits with a dose series show IC50 in µM; 200,000 compounds, 0.007% hits; in the data active = displacement above about 50%; note: a part of the inactive calls stands beside numbers as strong as those of hits
human PMI inhibition = inhibitors of human PMI, primary screen, biochemical, fluorescence intensity, coupled assay (AID 1209); Mannose-6-phosphate isomerase (Homo sapiens); purified PMI enzyme, coupled fluorescence intensity; higher % means a stronger effect; one-dose inhibition, % at 20 µM; IC50 in µM for titrated hits; 190,000 compounds, 0.42% hits;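 note: plate controls were DMSO vehicle for no effect and wells lacking substrate for full effect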
KOR beta-arrestin-1 = KOR antagonists, beta-arrestin recruitment, cell-based, luminescence, uHTS (AID 1778) | 290,000 compounds, 0.091% hits | KOR beta-arrestin recruitment, luminescence, antagonist mode; higher % means a stronger effect | one-dose inhibition, % at 10 µM; IC50 in µM for titrated hits; note: strong numbers were not always called active
KOR beta-arrestin-2 = KOR agonists, beta-arrestin recruitment, primary screen, cell-based, luminescence, uHTS (AID 1777); KOR beta-arrestin recruitment, luminescence; higher % means a stronger effect; one-dose activation, % at 10 µM; EC50 in µM for titrated hits; 280,000 compounds, 0.02% hits; in the data active = activation above about 50%, passing the limit was not always enough; note: a part of the inactive calls stands beside numbers as strong as those of hits
The depositor's hits bear a star; / = not tested or not shown; [ ] = remark or other dose. Cut-off read from the data, not from the text of the source, unless noted: active = inhibition above about 50%; inactive = the rest. These rows are one share of the data; rates above refer to the full screens.

Fields – PMI inhibition	NOD1 inhibition	LYP inhibition	NOD2 inhibition	TNAP activators	XIAP displacement	human PMI inhibition	KOR beta-arrestin-1	KOR beta-arrestin-2
1: COC(=O)COc1cccc(NS(=O)(=O)c2cccc([N+](=O)[O-])c2)c1
    -1%	-42%	-4%	1%	1.1	-5.2%	7%	-5%	-5.0%
2: CCCc1c(O)nc(SCC(=O)NCCc2ccc(OC)c(OC)c2)[nH]c1=O
    6%	-5%	-4%	5%	1.1	0.2%	5%	-10%	-3.7%
3: CCc1ccc(NC(=O)CCc2ccc(C)o2)cc1
    /	6%	-3%	-12%	/	/	/	-14%[20 µM]	-3.1%
4: COc1ccc2cc(S(=O)(=O)NCCCN3CCOCC3)ccc2c1
    2%	8%	-9%	18%	1.1	-7.3%	5%	-90%	12%
5: CCCCc1sc(-c2c(C#N)c(N)nc3c2CCCCC3)cc1[N+](=O)[O-]
    9%	-12%	-5%	-27%	0.9	0.1%	11%	-14%	-1.5%
6: COc1ccc(OCCCC(=O)NCCc2nc3ccccc3[nH]2)cc1
    7%	2%	-3%	26%	1.1	-4.8%	-6%	5%	-3.2%
7: CC1CN(C(=S)NC(=O)c2ccco2)CC(C)O1 (stereo not given)
    7%	-28%	-4%	3%	1.1	-1.2%	20%	-18%	-0.8%
8: C=CCOc1c(CNc2ncn[nH]2)cccc1OC
    2%	0%	-9%	14%	1	-4.1%	1%	10%	-2.3%
9: Cc1ccc(OCC(=O)N(Cc2ccco2)C2CCS(=O)(=O)C2)cc1C (stereo not given)
    /	-32%	-7%	6%	/	/	/	26%[20 µM]	-7.1%
10: C=C(C)CSc1nc(N)c(C#N)c(-c2ccc(C)cc2)c1C#N
    -24%	-24%	-6%	-13%	1	-5.1%	-3%	-4%	5.5%
11: O=C(CCc1ccc(O)c(O)c1)N/N=C/c1cc2c(cc1[N+](=O)[O-])OCO2
    /	-20%	-7%	15%	/	/	/	15%	-3.6%
12: COc1ccc(-n2nnnc2SCc2nc3ccccc3s2)cc1
    -1%	-43%	-2%	-43%	1.1	-18%	7%	-21%	-0.7%
13: COc1ccc(C(=O)NC2=Nc3ccccc3N=C(C)C2c2ccccc2)cc1 (stereo not given)
    /	-14%	-2%	-31%	/	/	/	-17%	1.3%
14: CC(C)(C)NC(=O)CN(C(=O)c1ccc(CN2CCOCC2)o1)c1ccc2c(c1)OCCO2
    0%	-22%	-4%	-12%	1.1	-4.4%	1%	-18%	6.2%
15: Oc1c(Cl)cc(Cl)cc1/C=N/Nc1ncc(Br)cn1
    -23%	-17%	-6%	-1%	1.7	-3.9%	-17%	-19%	-3.7%
16: O=C(NCc1ccco1)/C(=C/c1ccc(C(F)(F)F)cc1)c1nc2ccccc2[nH]1
    -55%	2%	-2%	-49%	1	-0.8%	-58%	-8%	0.0%
17: CCC/C(=N\NC(=O)c1cccc(C)c1)c1ccccc1
    -6%	-1%	-12%	23%	1	-2.5%	-8%	-6%	2.7%
18: N#Cc1ccc(CSc2ncccn2)cc1
    /	-8%	-20%	17%	/	/	/	2%[20 µM]	-1.5%
19: CCOC(=O)c1c(-c2cccc(C)c2)csc1NC(=O)C1CC=CCC1C(=O)O (stereo not given)
    14%	4%	6%	17%	1.1	-4.1%	23%	-55%	6.7%
20: O=C(NCCCn1ccnc1)C(=O)c1cn(CC(=O)N2CCCCCC2)c2ccccc12
    -1%	-4%	-1%	5%	1	-8.3%	0%	6%	1.2%
21: N#Cc1ccc(-c2csc(NC(=O)c3ccc(N4C(=O)CCC4=O)cc3)n2)cc1
    /	14%	-7%	-12%	/	/	/	18%	39%
22: Cc1ccc(Nc2ncccc2C(N)=O)cc1[N+](=O)[O-]
    1%	-57%	-2%	-53%	1.1	-2.8%	3%	24%	0.8%
23: CCC(=O)c1ccc(OCC(=O)Nc2ccccc2N2CCCCC2)cc1
    /	-12%	-2%	3%	/	/	/	-45%	0.0%
24: O=C(COC(=O)CNC(=O)c1ccccc1Cl)Nc1ncc(C(F)(F)F)cc1Cl
    -7%	-11%	-10%	-2%	1.1	-5.0%	-4%	-6%	0.2%
25: CCN=C1SC(CC(=O)Nc2ccc(N3CCOCC3)cc2)C(=O)N1CC (stereo not given)
    1%	1%	-3%	10%	1.1	-1.4%	5%	11%	-2.4%
26: O=C(CN1CCN(c2ccccn2)CC1)Nc1cccc(Cl)c1Cl
    /	3%	-6%	12%	/	/	/	-1%	-1.9%
27: Cc1nn(-c2ccccc2)nc1C(=O)NN
    /	-13%	-4%	0%	/	/	/	9%	-3.0%
28: O=C(O)C1CCC(CNCc2ccccc2Cl)CC1 (stereo not given)
    6%	3%	-4%	21%	1	-2.7%	7%	17%	1.8%
29: CC(C)CCCN1C(Nc2ccccc2)=NC[C@@H]1CC(C)C
    /	-30%	-4%	-8%	/	/	/	6%[20 µM]	-2.2%
30: O=C(N/N=C/c1ccc(O)cc1)c1ccc(NC(=O)c2ccccc2Br)cc1
    -10%	-3%	-5%	22%	1.1	-10%	-14%	27%	-2.0%

Among those listed so far, 2 contain a COOH group.
Fields – PMI inhibition	NOD1 inhibition	LYP inhibition	NOD2 inhibition	TNAP activators	XIAP displacement	human PMI inhibition	KOR beta-arrestin-1	KOR beta-arrestin-2
19: CCOC(=O)c1c(-c2cccc(C)c2)csc1NC(=O)C1CC=CCC1C(=O)O (stereo not given)
    14%	4%	6%	17%	1.1	-4.1%	23%	-55%	6.7%
28: O=C(O)C1CCC(CNCc2ccccc2Cl)CC1 (stereo not given)
    6%	3%	-4%	21%	1	-2.7%	7%	17%	1.8%

Additional compounds follow:
Fields – PMI inhibition	NOD1 inhibition	LYP inhibition	NOD2 inhibition	TNAP activators	XIAP displacement	human PMI inhibition	KOR beta-arrestin-1	KOR beta-arrestin-2
31: COc1ccc(-c2nc3ccccc3o2)cc1NC(=O)c1ccc(Br)o1
    6%	-42%	-9%	15%	1	-5.6%	7%	-31%	-2.3%
32: O=C(COc1ccccc1[N+](=O)[O-])Nc1ccc(N2CCN(C(=O)c3cccs3)CC2)cc1
    13%	22%	-2%	17%	1.1	-2.3%	12%	-54%	6.8%
33: CC(C)CCNC(=O)C1CCC(CNc2c(N3CCCC3)c(=O)c2=O)CC1 (stereo not given)
    /	0%	-1%	-10%	/	/	/	25%	/
34: Nc1cc(=O)[nH]c(SCC(=O)Nc2cccc(Cl)c2Cl)n1
    4%	-27%	-7%	11%	1	-7.9%	10%	-7%	-2.4%
35: CCC(=O)Nc1ccc(/C(C)=N/NC(=O)c2c(Br)c(C)nn2C)cc1
    3%	3%	-4%	17%	1.1	-1.9%	3%	2%	-1.8%
36: CCCc1cc(=O)[nH]c(SCC(=O)Nc2ccc(OC(F)F)cc2)n1
    -4%	-9%	-10%	14%	1.2	-3.3%	0%	8%	4.3%
37: Cc1[nH]c2ccccc2c1C(C#N)(C#N)C1C(=O)c2ccccc2C1=O
    /	-5%	-5%	18%	/	/	/	-9%	6.2%
38: CN(C)S(=O)(=O)c1cccc(NC(=O)c2cc(=O)[nH]c(=O)[nH]2)c1
    /	-4%	-6%	10%	/	/	/	1%	2.0%
39: O=C(NCCSc1ccccc1)c1ccccc1
    -2%	-23%	-1%	-94%	1	-5.9%	4%	44%	1.1%
40: O=C(OCCNc1nc(-c2ccccc2)nc2ccccc12)c1cccnc1
    -11%	-21%	2%	16%	1	-5.8%	2%	-21%[20 µM]	1.0%
41: NC(=O)C1CCN(C(=O)CCSc2ccccc2)CC1
    -9%	-48%	-6%	-11%	1	-3.4%	-6%	-26%	-5.2%
42: NC(=O)C1CCN(c2cc(Cl)ccc2[N+](=O)[O-])CC1
    /	9%	-7%	-6%	/	/	/	-4%	2.6%
43: CC(C)n1c(CNC(=O)c2ccccc2)nc2ccccc21
    6%	/	2%	5%	1.1	-9.0%	7%	10%	2.5%
44: Cc1snc(S(=O)(=O)/C(C#N)=N\Nc2ccccc2)c1C#N
    -17%	-14%	-1%	7%	1	-5.1%	16%	31%	3.9%
45: COc1ccc(Cn2c(CCC(=O)Nc3ccc(C)c(C)c3)nc3cccnc32)cc1
    0%	17%	0%	-30%	1	-5.8%	10%	-26%	11%
46: COC(=O)c1c(NC(=O)COC(=O)CCS(=O)(=O)c2ccc(C)cc2)sc(C)c1C
    9%	-25%	-3%	14%	1.1	-2.9%	7%	4%	-2.7%
47: CC1=NN(c2ccccc2)C(=O)/C1=C/c1cc(C)n(C2CC2)c1C
    9%	-26%	-4%	-35%	2.1	-3.8%	5%	11%[20 µM]	-3.3%
48: CCOc1ccc(S(=O)(=O)n2cc(-c3ccccc3)c(N)n2)cc1
    -6%	/	4%	6%	1	-2.2%	-2%	14%	-1.5%
49: COc1ccc(Cc2noc(CN3CCCN(C4Cc5ccccc5C4)CC3)n2)cc1OC
    12%	-13%	-2%	15%	1.1	-2.9%	7%	-8%	-3.5%
50: C=CCNC(=O)COC(=O)CNC(=O)c1cc(Cl)cc([N+](=O)[O-])c1
    -2%	-9%	-3%	20%	0.9	-8.7%	-12%	22%	-5.8%
51: O=C(Cn1c(=O)sc2ccccc21)N1CCOCC1
    8%	14%	-7%	9%	1	-3.8%	7%	-8%	1.0%

3 neighbouring records out of the list so far, for reference:
Fields – PMI inhibition	NOD1 inhibition	LYP inhibition	NOD2 inhibition	TNAP activators	XIAP displacement	human PMI inhibition	KOR beta-arrestin-1	KOR beta-arrestin-2
49: COc1ccc(Cc2noc(CN3CCCN(C4Cc5ccccc5C4)CC3)n2)cc1OC
    12%	-13%	-2%	15%	1.1	-2.9%	7%	-8%	-3.5%
50: C=CCNC(=O)COC(=O)CNC(=O)c1cc(Cl)cc([N+](=O)[O-])c1
    -2%	-9%	-3%	20%	0.9	-8.7%	-12%	22%	-5.8%
51: O=C(Cn1c(=O)sc2ccccc21)N1CCOCC1
    8%	14%	-7%	9%	1	-3.8%	7%	-8%	1.0%

Entries listed so far with a CF3 group (2):
Fields – PMI inhibition	NOD1 inhibition	LYP inhibition	NOD2 inhibition	TNAP activators	XIAP displacement	human PMI inhibition	KOR beta-arrestin-1	KOR beta-arrestin-2
16: O=C(NCc1ccco1)/C(=C/c1ccc(C(F)(F)F)cc1)c1nc2ccccc2[nH]1
    -55%	2%	-2%	-49%	1	-0.8%	-58%	-8%	0.0%
24: O=C(COC(=O)CNC(=O)c1ccccc1Cl)Nc1ncc(C(F)(F)F)cc1Cl
    -7%	-11%	-10%	-2%	1.1	-5.0%	-4%	-6%	0.2%

From PubChem BioAssay
